# TGFb inhibitor: blocks TGF-b signaling | 410,000 compounds, 1.2% hits | Potency, µM (titrated, usually from 46.1 µM), for inactives: at the highest dose activity, negative = inhibition, hits mostly inhibitors | HepG2 CAGA-GFP TGF-b/SMAD3 reporter, GFP fluorescence, 18 h; TGF-beta stimulated, 500 pg/mL final; further: potency means the concentration at half of the fitted maximal effect; on the % scale 0 is the no-effect control and ±100 the full control effect; nearly all actives have a fitted effect of over 65% in size
#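 Smad-responsive CAGA-GFP expression was quantified in HEPG2 cells exposed to compounds and 500 pg/mL final TGF-beta for 18 h at 37 degrees C; unstimulated wells defined full inhibition.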
# S2 tox: viability counter-screen for ATXN expression inhibitors; S2 cells (HEK-293 line with an ATXN2-luciferase reporter) viability, CellTiter-Fluor protease fluorescence, 24 h; 400,000 compounds, 0.49% hits; Potency, µM (series often up to 56.7 µM), actives largely listed as cytotoxic; further: potency means the concentration at half of the fitted maximal effect; nearly all actives have a fitted effect of over 40% in size
# MCF10A rerep: inducers of DNA re-replication in MCF 10A breast cells | MCF 10A DNA re-replication, Hoechst nuclear intensity, 48 h | Potency, µM (titrated, usually from 46.1 µM), inactives show at the highest dose activity, positive = re-replication, usual class: activators | 350,000 compounds, 2.9% hits; further: potency means the concentration at half of the fitted maximal effect; % of control where 0% means no effect; nearly all actives have a fitted effect of over 50% in size
# HepG2 tox: kills HepG2 cells in TGF-b inhibitor counter-screen; AID 588856; HepG2 CAGA-GFP viability, ATP luminescence, 18 h; Potency, µM (top dose mostly 46.1 µM), without a hit: top-dose activity change, negative = cytotoxicity, hits mostly cytotoxic; 410,000 compounds, 0.76% hits; further: potency means the concentration at half of the fitted maximal effect; some results filed as inactive show a strong effect at the top dose
#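 CellTiter-Glo luminescence gave cytotoxicity after 18 hours at 37 degrees C. The cells were HepG2 CAGA-GFP in 1% FBS DMEM, stimulated with 500 pg/mL TGF-beta after compound addition. %Activity was normalised to no-cell wells (complete cell-killing) and DMSO (no toxicity), and curves were fitted and classified.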
# IL1B secr inh: inhibitors of inflammasome signaling (IL-1 beta secretion); THP-1 LPS/ATP IL-1B secretion, AlphaLISA, 16 h; active compounds read low; activity change, % at 57.5 µM; 360,000 compounds, 4.7% hits; AID 743279; in the data active means activity change below about -50%; inconclusive means mostly about -30% to -49%; further: on the % scale 0 is the no-effect control and ±100 the full control effect
#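 THP-1 cells pretreated 1 hr with compounds (up to 57.5 uM final), then stimulated with LPS (250 ng/mL final) plus ATP (1.25 mM final); secreted IL-1B measured by AlphaLISA after 16 hr, decreased signal indicating inhibition.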
# Nrf2 activator: activators of Nrf2 (ARE) signaling; AREc32 ARE-luciferase reporter (MCF7-derived line), luminescence, 24 h; Potency, µM (doses to about 46.1 µM), for the others: top-dose activation, hits mostly activators; 410,000 compounds, 0.31% hits; AID 624171; further: potency means the concentration at half of the fitted maximal effect; % of control where 0% means no effect; nearly all actives have a fitted effect of over 65% in size
#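 Steps: seed AREc32_Fluc cells (1000/well, 5% FBS OPTI-MEM); incubate overnight at 37 deg C; add 23 nL compound; incubate 24 hr; add Steady-Glo; hold 30 min RT; read luminescence.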
# ATXN2 expr inh: inhibitors of ATXN2 expression. Potency, µM (doses to about 57 µM), without a hit: at the top dose activity change, negative = inhibition, most hits filed as inhibitors. 360,000 compounds, 0.72% hits. HEK-293 ATXN2-luciferase reporter, luminescence, 24 h; further: potency means the concentration at half of the fitted maximal effect; on the % scale 0 is the no-effect control and ±100 the full control effect; nearly all actives have a fitted effect of over 55% in size
#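 qHTS (up to 57 uM final) was run with 24 h compound exposure of reporter cells at 37 °C. Each well was multiplexed: SteadyGlo luminescence measured ATXN2-luciferase expression after a fluorogenic Gly-Phe-AFC viability readout (25 uM final).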
# A549 viability: kills or reduces viability of A549 cells in Nrf2 counter-screen. 390,000 compounds, 0.16% hits. Potency, µM (titrated, usually from 46 µM), for inactives: at the top dose activity change, negative = cytotoxicity, usual class: inhibitors. A549 ARE-Fluc cells, CellTiter-Fluor viability, 18-24 h; further: potency means the concentration at half of the fitted maximal effect; on the % scale 0 is the no-effect control and ±100 the full control effect
#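 Cytotoxicity counterscreen: CellTiter-Fluor fluorescence was measured in A549 ARE_Fluc cells after 18-24 h of compound exposure in a concentration series. The subsequent BugLite luminescent read reports ARE-luciferase activity.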
# Nrf2 block: blocks Nrf2 signaling; Potency, µM (highest dose often 46 µM), inactives show top-dose activity change, negative = inhibition, actives largely listed as inhibitors; AID 504444; A549 ARE-Fluc reporter, luciferase luminescence, 18-24 h; 360,000 compounds, 2.1% hits; further: potency means the concentration at half of the fitted maximal effect; on the % scale 0 is the no-effect control and ±100 the full control effect; nearly all actives have a fitted effect of over 60% in size
#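 In this cell-based qHTS, ARE-driven firefly luciferase in A549 cells reports Nrf2 activity; the luminescent signal after BugLite lysis is the measured value, with a prior CellTiter-Fluor read for cell health.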
# * marks the source's active call; other numbers are inactive results; i = inactive; ? = inconclusive; / = no result given; [ ] = remark or other dose. Unless noted, the call rests on the fitted dose curve; in most records, active means well fitted curve in the direction sought with a large enough effect; inconclusive means small, poorly fitted or top-dose-only effect, or another doubt; inactive means no such curve, though single readings can be large; an effect the other way counts as inactive or inconclusive.
# Screens in order: TGFb inhibitor	S2 tox	MCF10A rerep	HepG2 tox	IL1B secr inh	Nrf2 activator	ATXN2 expr inh	A549 viability	Nrf2 block
COc1cccc(C(=O)NC2=NCCS2)c1
    10%	i	-1%	5%	18	0.7%	?	-3%	-5%
Cc1ccc(-c2cc3nc(NCCc4ccncc4)n(C)c(=O)c3s2)cc1
    ?	?	/	-45%	-1	5.5%	-23%	/	/
Cc1ccccc1C(=O)NC1CCN(CC(=O)NCc2ccccc2)CC1
    2%	i	-4%	-15%	-23	0.2%	-13%	-18%	-22%
CC(C)OC(=O)Nc1ccc(Oc2c(F)c(F)c(F)c(F)c2F)cc1
    3%	i	21%	-24%	16	-0.2%	2%	0%	-10%
Cc1noc(C)c1CSc1nnc2cc(C)c3ccccc3n12
    -2%	i	-2%	0%	-10	2.3%	3%	1%	19%
Cc1ccc(NC(=O)C(C)OC(=O)c2ccc(NC(=O)CC#N)cc2)cc1S(=O)(=O)N1CCOCC1 (stereo unspecified)
    15%	i	-2%	-16%	-7	-0.4%	0%	1%	-20%
CCc1ccc(S(=O)(=O)c2nnn(-c3cccc(C)c3)c2N)cc1
    -9%	i	/	-2%	/	-0.3%	-5%	3%	?
COc1ccc(N2CCN(C(=O)c3cccc(N4C(=O)C5C6C=CC(C6)C5C4=O)c3)CC2)cc1 (stereo unspecified)
    -6%	i	11%	-1%	6	0.3%	-3%	2%	-3%
Cc1ccc(NC(=O)CSc2nc(C)c(C)c(C)n2)c([N+](=O)[O-])c1
    -5%	i	-3%	0%	0	0.3%[9.22 µM]	5%	12%	-20%
Cc1ccc2c(c1)cc(CN(Cc1ccc3c(c1)OCO3)C(=O)c1cnccn1)c1nnnn12
    11%	i	-1%	1%	1	2.4%	7%	-6%	13%

# Some of these compounds in order of their number in IL1B secr inh, lowest first.
SMILES	TGFb inhibitor	IL1B secr inh	Nrf2 block
Cc1noc(C)c1CSc1nnc2cc(C)c3ccccc3n12	-2%	-10	19%
Cc1ccc(NC(=O)CSc2nc(C)c(C)c(C)n2)c([N+](=O)[O-])c1	-5%	0	-20%
CC(C)OC(=O)Nc1ccc(Oc2c(F)c(F)c(F)c(F)c2F)cc1	3%	16	-10%

# (listing goes on)
# Screens in order: TGFb inhibitor	S2 tox	MCF10A rerep	HepG2 tox	IL1B secr inh	Nrf2 activator	ATXN2 expr inh	A549 viability	Nrf2 block
Cc1cc(NC(=O)/C=C/c2ccc(Br)cc2)no1
    5%	i	4%	-26%	9	5.1%	11%	-3%	-10%
Cc1cccc(N(C(=O)Cn2nnc3ccccc32)C(C(=O)NC(C)(C)C)c2ccsc2)c1C (stereo unspecified)
    -14%	i	3%	-8%	-13	-0.2%	8%	-6%	-10%
Cc1ccc2[nH]cc(S(=O)(=O)c3ccc(F)cc3)c(=O)c2c1
    -18%	i	17%	-12%	-6	0.4%	-9%	-9%	?
COC(=O)c1ccc(C(=O)OC)c(NC(=O)C(C)(C)C)c1
    -6%	i	7%	-1%	6	-0.3%	-30%	0%	7%
CCn1c(SCC(=O)O)nnc1C1CCCCC1
    5%	i	12%	-4%	25	-0.8%	2%	-6%	11%
COc1cccc(OCC(O)CN2CCN(CCN3C(=O)c4cccc5cccc(c45)C3=O)CC2)c1 (stereo unspecified)
    -28%	i	-39%[inhibitor]	-27%	-81*	19%	-25%	-8%	?
Cc1nc2ccccc2n1CCCOc1ccccc1
    -8%	i	2%	-15%	10	3.2%	34%[activator]	-1%	?
O=C(Cn1nc(Cc2cccnc2)c2ccccc2c1=O)NCC1CCCO1 (stereo unspecified)
    0%	i	-1%	-17%	-18	-0.1%	-4%	-1%	-11%
O=C(CC1C(=O)NCCN1CC1CCCCC1)NCCc1ccc(F)cc1 (stereo unspecified)
    -1%	i	12%	2%	-1	4.0%	-14%	-23%	3%
CCOP(=O)(OCC)C(Nc1cccc(C(F)(F)F)c1)c1ccc(F)cc1 (stereo unspecified)
    -2%	i	?	1%	2	-0.5%	2%	0%	-9%

# Retrieved one by one from above:
# Screens in order: TGFb inhibitor	S2 tox	MCF10A rerep	HepG2 tox	IL1B secr inh	Nrf2 activator	ATXN2 expr inh	A549 viability	Nrf2 block
Cc1cccc(N(C(=O)Cn2nnc3ccccc32)C(C(=O)NC(C)(C)C)c2ccsc2)c1C (stereo unspecified)
    -14%	i	3%	-8%	-13	-0.2%	8%	-6%	-10%
Cc1ccc2c(c1)cc(CN(Cc1ccc3c(c1)OCO3)C(=O)c1cnccn1)c1nnnn12
    11%	i	-1%	1%	1	2.4%	7%	-6%	13%

# More structures
# Screens in order: TGFb inhibitor	S2 tox	MCF10A rerep	HepG2 tox	IL1B secr inh	Nrf2 activator	ATXN2 expr inh	A549 viability	Nrf2 block
CCOC(=O)C1CN(S(=O)(=O)c2ccc(C)cc2)c2ccccc2O1 (stereo unspecified)
    -7%	i	4%	-1%	11	1.9%	3%	3%	-5%
CCOC(=O)CCCCC(=O)c1[nH]c(=O)[nH]c1Cn1ccnc1
    -15%	i	10%	-9%	-1	0.3%	3%	1%	0%
CC(C)(C)c1cc2ncnc(N3CCCCC3)c2s1
    0%	/	9%	-7%	-5	-0.5%	-17%	0%	-9%
CC1CCN(S(=O)(=O)c2ccc3c(c2)c(=O)c(C(=O)NC2CCCC2)cn3C)CC1
    1%	i	-2%	-6%	-18	-0.1%	7%	-6%	5%
COC(=O)CN1C(=S)N(Cc2ccccc2)C(=O)C1CC(=O)Nc1ccc(Br)cc1 (stereo unspecified)
    ?	?	18µM*	-37%	-18	10%	-15%	?	-15%
Cc1ccc(NC(=O)C2CCN(S(=O)(=O)c3ccc4c(c3)oc(=O)n4C)CC2)cc1
    7%	?	2%	6%	15	0.1%	-7%	0%	-8%
CC(NS(=O)(=O)c1ccc(NC(=O)N2CCCCC2)cc1)c1ccccc1 (stereo unspecified)
    -5%	i	0%	-5%	-14	-0.5%	-6%	1%	-21%
CCc1ccc(NC(=O)CC(NCc2cccnc2)C(=O)O)cc1 (stereo unspecified)
    6%	i	/	15%	/	-1.8%	14%	3%	5%
C/C=C(\C)C(=O)OC1[C@H](OC(C)=O)C2(CO)C(CC1(C)C)C1=CCC3C4(C)CCC(O[C@@H]5O[C@H](C(=O)O)[C@@H](O[C@@H]6O[C@H](CO)[C@@H](O)[C@H](O)[C@H]6O)[C@H](O)[C@H]5O[C@H]5O[C@H](CO)[C@@H](O)[C@H](O)[C@H]5O)[C@](C)(CO)C4CCC3(C)[C@]1(C)C[C@H]2O (stereo partly specified)
    4.5µM*	14µM*	6.5µM*	-102%	-105*	-3.2%	8.9µM*	?	18µM*
Cc1ccc(NC(=O)c2ccc(=O)n(Cc3ccccc3C)c2)c(C)c1
    5%	i	/	-5%	/	-0.7%	-17%	11%	/
COc1ccccc1C(=O)Nc1ccc(C(=O)N2CCCCC2)cc1
    6%	i	?	-3%	-28	3.7%	-5%	2%	?
Fc1cccc(-c2cc3nc4c(c(NCc5ccco5)n3n2)CCCC4)c1
    ?	i	9%	-39%	-92*	16%	84%[activator]	-8%	?
CCNC(=S)N(Cc1ccco1)Cc1cc2cc(OCC)ccc2[nH]c1=O
    -7%	?	?	-5%	-17	3.1%	?	-6%	?
O=c1oc2ccccc2c(O)c1CN1CCCCC1
    -15%	/	16%	-7%	19	-0.8%	/	-11%	9%
Cn1c(C(=O)NCC2CCCO2)cc2c(=O)n(C)c3ccccc3c21 (stereo unspecified)
    7%	i	0%	6%	-12	7.0%	7%	1%	3%
Nc1nc(C23CC4CC(CC(Cl)(C4)C2)C3)cs1
    -12%	i	9%	0%	23	-0.9%	-2%	1%	5%
CCOc1ccc(NC(=O)NC(=O)N(C)S(=O)(=O)c2ccc(C)cc2)cc1
    -6%	i	-7%	-1%	-16	0.2%	6%	-1%	13%
N/C(=N\OC(=O)c1ccc(OCC(F)(F)F)nc1)c1ccc(Cl)cc1
    0%	i	2%	-57%	1	-0.2%	24%	1%	9%
O=C(COC(=O)CSc1ccc(F)cc1)NNC(=O)c1ccc([N+](=O)[O-])cc1
    -16%	i	-1%	-2%	9	-0.1%	-1%	2%	-1%
CN(CC(=O)Nc1ccc(F)cc1)C(=O)CSc1nncs1
    0%	i	-8%	0%	i	-0.2%	6%	?	?
CC(C)(C)C1CCC2(CC1)C(C#N)=C(SCC(=O)Nc1ccccc1)NC(=O)C2C#N (stereo unspecified)
    7.1µM*	?	9.2µM*	10µM*	-13	4.6%	?	?	/
O=C(CSc1nc(=O)n2cc(Cl)ccc2n1)Nc1cccc2ccccc12
    -2%	i	0%	-1%	-26	28%	-7%	17%	18%
C=C(C)c1cccc(C(C)(C)NC(=O)NC2CCN(Cc3ccccc3)CC2)c1
    ?	i	7%	-34%	-12	-1.2%	/	-19%	-2%
O=C(N/N=C\c1cc(Br)ccc1O)c1ccc(S(=O)(=O)N2CCCCC2)cc1
    ?	/	-4%	-24%	91	2.1%	?	-4%	?
Cc1nc2ccccc2c(=O)n1NC(=O)Cc1ccc([N+](=O)[O-])cc1
    0%	i	0%	0%	29	0.2%	-30%	5%	4%
COc1ccc(N2C(=O)c3ccccc3NC2c2cccnc2)cc1 (stereo unspecified)
    -2%	i	4%	2%	-12	0.4%	-3%	0%	?
COc1ccc(NC(=O)CC2C(=O)N(c3cccc(OC)c3)C(=O)N2CCc2cccs2)cc1 (stereo unspecified)
    -1%	?	/	-3%	/	4.3%	-4%	-4%	7%
COc1ccc(CC(=O)NNC(=O)c2nn(Cc3ccccc3)c(=O)c3ccccc23)cc1OC
    -14%	i	7%	1%	42	-1.0%	/	-6%	-7%

# Source: PubChem (National Center for Advancing Translational Sciences (NCATS))
